High-throughput results deposited in PubChem BioAssay by National Center for Advancing Translational Sciences (NCATS).
TRHR ag: qHTS for Small Molecule Agonists and Allosteric Enhancers of Human TRH Receptor: Primary Screen for Agonists; Thyrotropin-releasing hormone receptor (Homo sapiens), P34981; TRHR cells, calcium flux fluo-8, FDSS agonist mode; activation, % at 2 µM; actives 0.18% (n = 360,000); AID 493084, 2011; in the data active = activation above about 30%; note: 0% is about no effect
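TRHR-expressing cells, plated overnight in medium with 10% serum, were loaded with fluo-8 calcium dye at room temperature. After a 10 s baseline, library compound was pin-added and calcium release was recorded kinetically (ex 480/em 530) as agonist response.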
D1 PAM: Potentiators of Human D1 Dopamine Receptor: qHTS | HEK293 TREx D1 cells, calcium flux, dopamine EC20 potentiation | potentiation, % at 10 µM | actives 0.036% (n = 360,000) | D(1A) dopamine receptor (Homo sapiens), P21728; in the data active = potentiation above about 30%; note: 0% is about no effect
Target sequence (P21728 whole entry, looked up): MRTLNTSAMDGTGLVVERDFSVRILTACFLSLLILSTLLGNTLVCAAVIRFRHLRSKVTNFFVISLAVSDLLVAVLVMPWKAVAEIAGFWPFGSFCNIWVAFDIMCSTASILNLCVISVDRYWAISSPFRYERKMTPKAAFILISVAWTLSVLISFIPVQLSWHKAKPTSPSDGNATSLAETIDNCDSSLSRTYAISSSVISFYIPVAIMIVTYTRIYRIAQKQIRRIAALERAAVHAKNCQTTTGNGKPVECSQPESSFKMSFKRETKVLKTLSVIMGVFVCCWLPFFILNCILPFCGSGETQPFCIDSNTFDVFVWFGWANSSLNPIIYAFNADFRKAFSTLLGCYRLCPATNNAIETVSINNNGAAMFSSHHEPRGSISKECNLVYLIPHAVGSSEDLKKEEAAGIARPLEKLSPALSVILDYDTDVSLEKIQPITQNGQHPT
D1 antagonist: Antagonist of Human D 1 Dopamine Receptor: qHTS; D(1A) dopamine receptor (Homo sapiens), P21728; HEK293 TREx D1 cells, calcium flux, dopamine EC80; hits give low values; activity change, negative = inhibition, % at 10 µM; actives 3.2% (n = 360,000); in the data active = activity change below about -30%; note: % is set by controls: 0 for no effect and ±100 for the full control effect
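Antagonism measured as reduced calcium response to an EC80 dopamine addition following 180 s compound pre-read; cells were inducible HEK293 Trex D1 plated overnight at 30 C, read kinetically at 1 cycle/sec.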
Anesthetic bind: qHTS Assay for Identification of Novel General Anesthetics; Ferritin light chain (Equus caballus), P02791; apoferritin/1-aminoanthracene competitive binding, fluorescence; actives 0.074% (n = 350,000); AID 485281, 2010; Potency, µM (top dose mostly 77.5 µM), inactives show at the highest dose activity change, negative = displacement, hits mostly inhibitors; note: potency is the fitted concentration of half-maximal effect; % is set by controls: 0 for no effect and ±100 for the full control effect; nearly all actives have a fitted effect of over 20% in size
Target sequence (P02791 2-175 limits assumed): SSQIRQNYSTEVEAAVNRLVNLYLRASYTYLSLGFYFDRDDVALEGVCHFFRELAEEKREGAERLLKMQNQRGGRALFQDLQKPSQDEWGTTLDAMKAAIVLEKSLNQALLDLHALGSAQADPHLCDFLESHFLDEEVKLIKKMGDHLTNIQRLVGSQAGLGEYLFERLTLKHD
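Horse-spleen apoferritin (10 uM) in 50% saturated 1-aminoanthracene in PBS was incubated 10 min at room temperature with compound. Fluorescence (ex 380, em 535 nm) was normalized to free and bound 1-AMA, with concentration-response fitted by a four-parameter Hill equation.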
RXFP1 antagonist: qHTS Assay for Antagonists of the Relaxin Receptor RXFP1; actives 0.59% (n = 350,000); activity change, negative = inhibition, % at 57.5 µM; Relaxin receptor 1 (Homo sapiens), Q9HBX9; HEK293-RXFP1, relaxin-stimulated cAMP HTRF, 30 min; hits give low values;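 active = activity change of -60% or lower, but not beyond a set lower limit; inconclusive = change between -60% and -40%, or beyond the set limit; inactive = change above -40%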; note: % is set by controls: 0 for no effect and ±100 for the full control effect
TRHR enhancer: qHTS for Small Molecule Agonists and Allosteric Enhancers of Human TRH Receptor: Primary Screen for Enhancers | Thyrotropin-releasing hormone receptor (Homo sapiens), P34981 | TRHR cells, fluo-8 calcium fluorescence, EC20 TRH enhancement | enhancement, % at 2 µM | actives 0.66% (n = 360,000) | AID 493056, 2011; in the data active = enhancement above about 30%; note: 0% is about no effect
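TRHR-expressing cells loaded with fluo-8 calcium dye were read kinetically (ex 480/em 530) during compound addition, then stimulated with an EC20 of TRH (10 nM final). Enhancement of the Gq-mediated intracellular calcium response was scored.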
D1 agonist: Allosteric Agonists of the Human D1 Dopamine Receptor: qHTS; activation, % at 2 µM; HEK293 T-REx D1 cells, calcium flux, agonist mode; actives 1% (n = 360,000); in the data active = activation above about 30%; note: 0% is about no effect
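Agonism was scored from calcium flux recorded over 180 s (1 read/s) after pintool compound addition, following a 10-cycle baseline. Cells were inducible force-coupled HEK293 TREx D1, plated overnight at 30 C and loaded with no-wash calcium dye.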
D2 potentiator: HTS Assay for Positive Allosteric Modulators of the Human D2 Dopamine Receptor: Primary Screen for Potentiators; actives 0.34% (n = 340,000); D(2) dopamine receptor (Homo sapiens), P14416; AID 485347, 2010; HEK293 T-REx D2, calcium flux, EC20 dopamine potentiation; potentiation, % at 10 µM;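 active = potentiation over 3 SD above the plate norm, cut at about 30% in these data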; note: 0% is about no effect
Target sequence (P14416 whole entry, looked up): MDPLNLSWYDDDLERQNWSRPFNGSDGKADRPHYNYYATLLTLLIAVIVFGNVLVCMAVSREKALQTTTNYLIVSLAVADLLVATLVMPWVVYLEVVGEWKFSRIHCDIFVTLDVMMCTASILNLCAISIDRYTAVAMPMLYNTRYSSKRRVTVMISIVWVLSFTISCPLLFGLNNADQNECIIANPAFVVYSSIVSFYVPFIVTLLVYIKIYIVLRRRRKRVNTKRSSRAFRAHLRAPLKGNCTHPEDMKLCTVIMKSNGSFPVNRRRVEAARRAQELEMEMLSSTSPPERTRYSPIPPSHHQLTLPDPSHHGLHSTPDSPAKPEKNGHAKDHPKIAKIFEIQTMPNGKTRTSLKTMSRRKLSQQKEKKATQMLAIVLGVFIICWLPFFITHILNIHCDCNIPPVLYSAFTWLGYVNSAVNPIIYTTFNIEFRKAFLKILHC
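Primary screen. Calcium kinetics in induced HEK293 T-REx D2 cells: compound pre-addition 180 s, EC20 dopamine, 180 s more.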
RXFP1 ag: qHTS Assay for Agonists of the Relaxin Receptor RXFP1. Potency, µM (doses to about 57.5 µM), inactives show at the highest dose activation, most hits filed as activators. HEK293T-RXFP1 cAMP TR-FRET, 30 min; response scale: percent of porcine relaxin response, buffer zero. actives 0.3% (n = 370,000); note: potency is the fitted concentration of half-maximal effect; % is set by controls: 0 for no effect and ±100 for the full control effect; nearly all actives have a fitted effect of over 60% in size; many of its hits are not listed in these tables
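HEK293 cells stably expressing RXFP1, treated 30 min at 37C with compounds plus PDE4 inhibitor Ro 20174; cAMP measured by HTRF TR-FRET. Normalized to buffer and 29 nM porcine relaxin; EC50 by Hill fit.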
* hit, by the source's call; ? = inconclusive; nt = no result given; [ ] = remark or other dose. Unless noted, calls come from the whole dose curve; as a rule, active = well fitted curve in the direction sought with a large enough effect; inconclusive = small, poorly fitted or top-dose-only effect, or another doubt; inactive = no such curve, though single readings can be large; an effect the other way counts as inactive or inconclusive.

Each structure is followed by: TRHR ag	D1 PAM	D1 antagonist	Anesthetic bind	RXFP1 antagonist	TRHR enhancer	D1 agonist	D2 potentiator	RXFP1 ag
- N#CCCn1c(SCC(=O)Nc2ccc(N3CCOCC3)cc2)nc2ccccc21
    -0.1	2	15	-15%	-4	1	1	nt	2.7%
- Cc1ccc(CONC(=O)c2ccccc2Cl)cc1
    -0.3	1	-1	nt	-10	6	2	-9	-0.4%
- O=C(CNC(=O)OCc1ccccc1)NC1CCCCNC1=O (centres undefined)
    0.6	-7	5	-3%	-9	-5	1	7	-1.9%
- CCC(C)c1ccc(NC(=S)Nc2ccc(OC)cc2)cc1 (centres undefined)
    0.1	-10	-20	?	-21	-4	2	-1	2.0%
- Cc1ccc(-n2[nH]c(C)c(C=Nc3ccc(S(=O)(=O)Nc4nccs4)cc3)c2=O)cc1C
    -0.4	3	10	-10%	-14	5	0	10	-0.1%
- O=C(CN1CCN(C(=O)c2cccs2)CC1)Nc1ccc(Br)cc1
    0.0	-7	5	2%	-1	2	3	1	0.2%
- COc1ccc(-c2csc(NC(=O)CN3C(=O)C4CCCCC4C3=O)n2)cc1OC (centres undefined)
    0.5	0	-2	-22%	-27	0	5	1	0.0%
- CCc1nc(C#N)c(N2CCCCC2)o1
    -0.2	1	-1	-1%	3	3	5	9	-5.6%
- COc1ccccc1NC(=O)CSc1oc(-c2cccs2)nc1S(=O)(=O)c1ccc(C)cc1
    0.7	3	-13	-1%	-13	15	3	-10	0.8%
- CC1=CC2=NC(=O)CC(C)(C(=O)N(CC(=O)NC(C)(C)C)C3CCCC3)N2C=C1 (centres undefined)
    0.1	-6	-24	-8%	-11	-3	1	4	0.4%
- COCC1CCCCN1C(=O)c1cccc(OC2CCN(C(=O)C3CC3)CC2)c1 (centres undefined)
    0.4	-3	-20	-6%	-8	2	1	12	0.1%
- Cc1ccc(NC(=O)CSc2nnc(-c3ccc([N+](=O)[O-])cc3)o2)c(C)c1
    -0.4	0	-4	39%[activator]	-18	2	51*	17	-1.2%
- CCCC(=O)Nc1sc2c(c1C#N)CCCC2
    0.1	0	-18	-8%	-6	-2	-1	-14	0.7%
- COc1ccccc1N1CCN(C(=O)C2CCN(C(=O)c3cccc(Cl)c3)CC2)CC1
    -2.1	10	5	-7%	-15	3	4	2	3.2%
- CC(=O)c1cccc(NC(=O)C2CCCN(S(C)(=O)=O)C2)c1 (centres undefined)
    0.3	5	9	-7%	1	2	1	-7	1.1%
- COC(=O)c1ccccc1NC(=S)NC(NC(=O)c1ccco1)C(Cl)(Cl)Cl (centres undefined)
    -0.7	-1	-23	?	?	6	6	6	-0.8%
- O=C(OCc1nc2ccsc2c(=O)[nH]1)c1ccco1
    0.4	-1	-8	nt	9	-3	3	-1	9.2%
- Cc1ccc2cc3cc(C(=O)N(CC(=O)NC4CCCC4)c4cccc(C)c4C)sc3nc2c1
    0.0	0	-11	-23%	7	-3	6	9	-0.3%
- Cc1ccc([C@H]2Nc3ccc(S(=O)(=O)Nc4cccc(Cl)c4C)cc3[C@H]3C=CC[C@H]32)cc1
    0.3	0	5	?	-62*	2	4	15	2.4%
- O=C(CC12CC3CC(CC(C3)C1)C2)NCC(=O)N1CCc2ccccc2C1
    -0.7	-1	18	?	3	-2	4	5	0.3%

Each structure is followed by: TRHR ag	D1 PAM	D1 antagonist	Anesthetic bind	RXFP1 antagonist	TRHR enhancer	D1 agonist	D2 potentiator	RXFP1 ag
- CN(C(=O)COC(=O)c1ccc2c(c1)OCO2)C1CCS(=O)(=O)C1 (centres undefined)
    0.8	0	10	-7%	-5	2	4	-2	-0.3%
- CC(C(=O)N1CCCCC1)N(C)CC(=O)Nc1ccc(Cl)cc1 (centres undefined)
    -0.2	-2	-16	-5%	2	12	-3	-1	-1.0%
- NC(=O)[C@H]1CC2(CC(c3cccc(NC(=O)CC(c4ccccc4)c4ccccc4)c3)=NO2)CN1C(=O)CC(c1ccccc1)c1ccccc1 (some centres undefined)
    1.2	-1	-5	-7%	nt	1	10	nt	6.5%
- COc1ccccc1COC(=O)Nc1c(C)nn(C)c1Cl
    -0.4	-8	-43*	-20%	1	-11	10	30	0.8%
- COc1ccc(NC(=O)CSc2nnnn2-c2ccccc2OC)c(OC)c1
    0.1	-5	-68*	-2%	-3	-1	7	2	1.3%
- CC1Cc2cc(S(=O)(=O)NCCc3ccccc3)ccc2N1C(=O)C1CC1 (centres undefined)
    -0.7	3	-3	-2%	3	-2	7	-6	0.0%
- CC1=NN(c2ccccc2)C(=O)C1/C=C1\NC(=S)NC1=O (centres undefined)
    1.5	-2	2	-16%	-10	6	7	nt	-1.7%
- O=C(Cc1ccccc1)NNS(=O)(=O)c1ccc(F)cc1
    0.2	0	10	-7%	7	1	5	11	-2.9%
- CC(=O)Nc1ccc(S(=O)(=O)NC(C(=O)O)C2=CCC=CC2)cc1 (centres undefined)
    1.1	-5	-5	-7%	-12	0	2	-3	-0.7%
- Cc1ccc(N2CCN(S(=O)(=O)c3ccc4c(c3)NC(=O)C(C)C(=O)N4)CC2C)cc1 (centres undefined)
    -0.4	-9	15	?	-8	3	3	0	0.4%
- COc1cccc(/C=N/NC(=O)c2ccc(=O)n(C)c2)c1OC
    2.5	-15	-10	-1%	4	-5	2	-12	5.4%
- COc1oc(-c2ccc(Cl)cc2)nc1C(F)(F)F
    0.4	3	1	7%	0	-2	2	0	0.4%
- CSc1nc2nccc(-c3ccc(Oc4ccccc4)cc3)n2n1
    -0.6	0	nt	?	-12	-7	1	-11	1.2%
- COc1cccc(N2C(=O)CSC23C(=O)N(CC(=O)Nc2cccc(Cl)c2)c2ccccc23)c1 (centres undefined)
    0.2	-4	0	-11%	nt	-6	2	5	-3.6%
- COc1ccccc1Cc1nc2ccccc2nc1SCC(=O)Nc1ccccc1C(F)(F)F
    0.4	-2	-20	466%[activator]	4	-3	4	12	?
- O=S(=O)(Cc1ccccc1)/C1=C(\N2CCOCC2)CCCCCC1
    -1.5	-5	3	-21%	-6	2	2	11	0.0%
- CN(CCOc1ccc(Cl)cc1)C(=O)CN1C(=O)NC2(CCCC2)C1=O
    0.1	2	17	nt	-11	2	3	9	0.1%
- OCCSc1ncnc2c1oc1ccccc12
    -0.5	3	2	-12%	-2	-3	7	6	12%
- Nc1c(C(=O)Nc2ccc(Cl)cc2)sc2nc(N3CCOCC3)c3c(c12)CCCC3
    0.4	-4	-3	0%	29	1	5	8	9.4%
- CCCNc1ncnc2nc[nH]c12
    0.2	10	0	10%	nt	2	-1	7	2.1%

Each structure is followed by: TRHR ag	D1 PAM	D1 antagonist	Anesthetic bind	RXFP1 antagonist	TRHR enhancer	D1 agonist	D2 potentiator	RXFP1 ag
- O=C(Nc1ncccc1O)c1ccc(S(=O)(=O)Nc2ccccc2)cc1
    -0.1	0	13	nt	19	2	9	13	-0.5%
- CC1CN(S(=O)(=O)c2ccc(C(=O)Nc3nc(-c4cc5ccccc5o4)cs3)cc2)CC(C)O1 (centres undefined)
    1.0	-1	6	-3%	-13	-4	2	10	?
- COc1ccccc1CC(=O)NN1C(=O)c2ccccc2C1=O
    0.0	-1	-1	-5%	15	9	1	14	2.7%
- COc1cc2c(cc1OC)CN(CC(=O)Nc1ccc3c(c1)OC(F)(F)O3)CC2
    0.0	-1	-25	-16%	-5	1	1	-12	0.2%
- CCOc1ccc(S(=O)(=O)Nc2ccc3oc4c(c3c2)CC(C)CC4)cc1 (centres undefined)
    -0.6	8	14	37%[activator]	-31	11	8	-3	1.4%
- CCn1cc(C(=O)OCc2cccc(Br)c2)c(=O)c2ccc(C)nc21
    -2.7	-1	14	4%	-5	-10	2	-20	2.2%
- Cc1cccc(Nc2nnc(-c3ccc(C)c(S(=O)(=O)N4CCN(C)CC4)c3)c3ccccc23)c1
    -1.0	-3	-44*	675%[activator]	-15	5	3	12	-1.4%
- CC[C@@H]1CC=C[C@H]2[C@H]1C(=O)N(Cc1ccccc1)[C@H]2c1ccoc1
    1.1	1	-2	-19%	nt	3	3	7	0.0%
- COC(=O)C1SCC2C(=O)N(Cc3ccc(F)cc3)CC(=O)N21 (centres undefined)
    -0.7	4	1	-2%	-4	-5	1	2	0.0%
- CC(C)CN(Cc1c(O)ccc2c3c(c(=O)oc12)CCC3)CC(C)C
    0.1	3	-8	51%[activator]	-5	4	-1	-5	9.4%
- CS(=O)(=O)NN1C(=O)c2ccccc2NC1c1cccc2cccnc12 (centres undefined)
    -1.0	-6	-8	2%	-24	7	1	7	0.0%
- CCN(CC)c1ccc(C(=O)NNC(=O)CN2C(=O)NC(C)(c3ccccc3)C2=O)cc1 (centres undefined)
    -0.2	nt	7	nt	-5	1	1	3	-0.1%
- COc1cccc(N2CC(NC(=O)c3ccc(S(=O)(=O)N4CCCC4)cc3)CC2=O)c1 (centres undefined)
    0.0	1	nt	-17%	-8	2	-5	nt	1.1%
- COCCn1c(=S)[nH]c2cc(C(=O)NCCc3ccccc3)ccc2c1=O
    0.6	-3	1	-6%	-24	0	5	4	1.2%

Single records, as listed above. Order of values: TRHR ag, D1 PAM, D1 antagonist, Anesthetic bind, RXFP1 antagonist, TRHR enhancer, D1 agonist, D2 potentiator, RXFP1 ag
CCOc1ccc(S(=O)(=O)Nc2ccc3oc4c(c3c2)CC(C)CC4)cc1 (centres undefined) is listed with -0.6, 8, 14, 37%[activator], -31, 11, 8, -3, 1.4%
CC(C)CN(Cc1c(O)ccc2c3c(c(=O)oc12)CCC3)CC(C)C is listed with 0.1, 3, -8, 51%[activator], -5, 4, -1, -5, 9.4%

Shown as labelled records: part of the list above
molecule: COc1ccccc1CC(=O)NN1C(=O)c2ccccc2C1=O
  TRHR ag: 0.0	D1 PAM: -1	D1 antagonist: -1	Anesthetic bind: -5%	RXFP1 antagonist: 15	TRHR enhancer: 9	D1 agonist: 1	D2 potentiator: 14	RXFP1 ag: 2.7%

molecule: CC(C(=O)N1CCCCC1)N(C)CC(=O)Nc1ccc(Cl)cc1 (centres undefined)
  TRHR ag: -0.2	D1 PAM: -2	D1 antagonist: -16	Anesthetic bind: -5%	RXFP1 antagonist: 2	TRHR enhancer: 12	D1 agonist: -3	D2 potentiator: -1	RXFP1 ag: -1.0%

The list is partial; rates above refer to the full screens.
